tim10-1 inh: tim10-1 yeast growth inhibition; AID 463190; S. cerevisiae tim10-1 ts strain growth, BacTiter-Glo, 24 h; 330,000 compounds, 2.2% hits; inhibition, % at 20 µM;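 active = inhibition of at least 40%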;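 note: mutant grown at 25 °C; 0% = DMSO wells with yeast and 100% = wells holding no yeast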
NLRP3 yeast inh: NALP3 inhibition in yeast; 330,000 compounds, 0.39% hits; Yeast reconstituted NLRP3/ASC/caspase-1, beta-gal luminescence, 24 h; inhibition, % at 10 µM;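 active = inhibition of 50% or more; inactive = inhibition below 50%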;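 note: plate controls were induced DMSO wells for no effect and uninduced yeast grown without galactose for full effect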
mIAP activ: mouse IAP activation | AID 2805 | 330,000 compounds, 0.24% hits | muIAP, CDP-Star luminescence, 30 min; stronger effect = higher value; 1 = vehicle-only enzyme signal, 0 = enzyme-free wells | activation factor at 10 µM;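 active = activation factor of at least 2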; note: the source names both 10 and 20 µM as test concentration; values of inactives mirror those of a sister screen read the other way
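System: Mouse IAP enzyme | Also added: CDP-Star substrate | Dosing: Compounds dispensed in DMSO | Schedule: 30 min enzyme-substrate-compound incubation at room temperature | Technique: Chemiluminescence readout | Control set: DMSO-only wells and no-enzyme negative control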
A3A deaminase: human APOBEC3A DNA deaminase inhibition; 330,000 compounds, 0.41% hits; recombinant A3A, FAM/TAMRA ssDNA deamination fluorescence; P31941; AID 493011; inhibition, % at 20 µM;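 active = at least 40% inhibition at 20 µM here, with at most 30% in a related deaminase screen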;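 note: plate controls were A3A with DMSO for no effect and wells lacking A3A enzyme for full effect; some results filed as inactive read as strong as hits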
hIAP block: blocks human intestinal alkaline phosphatase | inhibition, % at 10 µM | P09923 | 330,000 compounds, 0.12% hits | purified IAP, CDP-Star luminescence, 30 min;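 active = inhibition reaching a set limit with compound at 10 µM in the primary screen, cut at about 35% in these data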;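 note: plate controls were DMSO wells with enzyme for no effect and no-enzyme buffer wells for full effect; values of inactives mirror those of a sister screen read the other way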
Target sequence (P09923 whole entry, looked up): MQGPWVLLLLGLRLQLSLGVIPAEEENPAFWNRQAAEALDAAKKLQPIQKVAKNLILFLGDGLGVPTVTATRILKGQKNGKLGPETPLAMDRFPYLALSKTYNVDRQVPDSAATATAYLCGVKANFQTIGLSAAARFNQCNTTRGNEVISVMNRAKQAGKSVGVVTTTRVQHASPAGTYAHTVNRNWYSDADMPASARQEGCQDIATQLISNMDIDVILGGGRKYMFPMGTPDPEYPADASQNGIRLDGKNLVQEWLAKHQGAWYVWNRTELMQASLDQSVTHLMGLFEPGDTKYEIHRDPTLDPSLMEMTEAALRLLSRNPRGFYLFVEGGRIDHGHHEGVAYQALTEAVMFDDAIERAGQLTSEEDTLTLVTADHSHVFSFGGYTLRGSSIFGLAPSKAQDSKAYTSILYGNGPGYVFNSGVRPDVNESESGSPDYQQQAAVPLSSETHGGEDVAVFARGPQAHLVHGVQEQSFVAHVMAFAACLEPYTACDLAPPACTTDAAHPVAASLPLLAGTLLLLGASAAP
MIN6 prolif: induces beta-cell replication in MIN6 cells; 330,000 compounds, 0.29% hits; proliferation, % at 10 µM; AID 2380; MIN6 cells proliferation, ATPlite luminescence, 48 h; cells starved in 0.2% serum; 100% = growth in 10% serum;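 active = compounds whose signal lies at least 3.5 SD above the mean of all wells on their plate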;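 note: 0% = DMSO-treated cells in low-serum medium and 100% = 10% serum control; some compounds called inactive have numbers as strong as hits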
A3G deaminase: APOBEC3G (human) deaminase inhibition | Q9HC16 | recombinant A3G, ssDNA deamination FAM/TAMRA fluorescence | inhibition, % at 20 µM | 330,000 compounds, 0.28% hits | AID 493012;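 active = inhibition of at least 40% at 20 µM, with no more than 30% in the related APOBEC3A deaminase screen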;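 note: plate controls were DMSO wells with A3G for no effect and wells lacking A3G enzyme for full effect; some compounds called inactive have numbers as strong as hits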
Target sequence (Q9HC16 whole entry, looked up): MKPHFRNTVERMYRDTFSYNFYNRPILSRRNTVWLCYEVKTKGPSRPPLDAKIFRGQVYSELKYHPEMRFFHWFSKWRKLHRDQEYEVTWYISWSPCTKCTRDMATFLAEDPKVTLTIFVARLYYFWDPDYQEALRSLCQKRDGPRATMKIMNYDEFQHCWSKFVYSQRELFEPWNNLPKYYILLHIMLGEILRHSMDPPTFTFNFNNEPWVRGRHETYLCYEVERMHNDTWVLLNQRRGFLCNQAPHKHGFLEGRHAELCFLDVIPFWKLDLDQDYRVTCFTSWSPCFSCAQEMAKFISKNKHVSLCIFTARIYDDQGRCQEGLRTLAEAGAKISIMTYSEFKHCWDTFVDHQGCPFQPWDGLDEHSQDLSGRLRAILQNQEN
TIM10 inh: inhibits growth of TIM10 yeast strain. S. cerevisiae TIM10 strain growth, BacTiter-Glo luminescence, 24 h. 330,000 compounds, 1.4% hits. inhibition, % at 10 µM. AID 463195;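 active = inhibition of 40% or more at the single tested concentration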;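 note: wild-type TIM10 isogenic control strain grown at permissive 25 °C; 0% = DMSO yeast wells and 100% = minimal medium wells without yeast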
mIAP block: mouse IAP inhibition | purified mouse IAP, CDP-Star luminescence, 30 min | inhibition, % at 10 µM | 330,000 compounds, 0.2% hits | AID 2806;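 active = inhibition of at least 40% at 10 µM in the primary screen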;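 note: plate controls were DMSO with enzyme for no effect and no enzyme wells for full effect; values of inactives mirror those of a sister screen read the other way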
* hit, by the source's call. Random draw from the library; overall some 4.6% were active at least once.

SMILES	tim10-1 inh	NLRP3 yeast inh	mIAP activ	A3A deaminase	hIAP block	MIN6 prolif	A3G deaminase	TIM10 inh	mIAP block
Cc1cc(C)c2cc(C(=O)N3CCC(C(=O)c4ccc(F)cc4)CC3)[nH]c2c1	30	29	0.98	3	0	-4	3	-6	2
COc1ccc2c(c1)c(N=NC(N)=S)c(O)n2CC(=O)c1ccccc1	-17	19	0.91	2	6	0	0	-25	9
Cc1onc(-c2ccccc2)c1C(=O)N1CCCC1	5	15	1	4	20	2	18	3	-3
O=S(=O)(c1cc(F)ccc1F)N1CCC2(CC1)OCCO2	19	-41	0.9	-5	-8	-5	-7	13	10
Cc1cc(C)cc(NC(=O)COC(=O)CCn2c(C)csc2=O)c1	-2	5	1.1	-6	-20	2	-9	0	-13
C=CCC[C@@H](Cc1ccc(F)cc1)C(=O)O[C@H](CNC(=O)[C@H](CC=C)CC(=O)N(CCO)Cc1ccccc1)c1ccccc1	13	20	1.1	-2	-6	-6	-6	15	-13
CCOC(=O)N1CCC(N(CCN(C)C)C(=S)Nc2ccccc2OCC)CC1	11	0	0.93	-1	-20	-1	-8	-12	7
O=C(CCNS(=O)(=O)c1ccccc1)OCC(=O)c1ccc(F)cc1	31	11	0.98	0	-21	-5	7	11	2
CC(=O)NC1(C2CCCCC2=O)CCCCC1 (stereo not drawn)	8	12	1	4	5	-1	-1	-2	-5
CC1(C)CC(=O)C(C=NCCN2CCN(CC(=O)Nc3ccc(Cl)cc3)CC2)=C(O)C1	3	46	0.93	3	-5	2	-1	10	7
CC(=O)NC(Cc1c[nH]c2ccccc12)C(=O)Nc1ccc2c(c1)OCO2 (stereo not drawn)	-11	12	0.9	-2	1	1	-5	-8	10
Cc1ccccc1NS(=O)(=O)c1ccc(C(=O)NCC(c2ccccc2)N(C)C)cc1 (stereo not drawn)	1	2	1.1	-1	18	-2	0	-3	-9
N#Cc1ccc(CN2CCN(C(=O)Cn3nc(C(N)=O)c4ccccc4c3=O)CC2)cc1	-15	21	1	58*	9	0	6	6	-2
CC(C)Cn1c(N2CCN(CC(=O)Nc3ccc(Cl)cc3)CC2)nc2ccccc21	18	22	1.1	-1	-13	-4	-8	22	-6
COc1ccc(C(=O)COC(=O)Cn2cnc3ccccc3c2=O)c(OC)c1	-12	-8	1	5	-10	4	-4	-10	-2
CCOc1ccc2c(c1)S/C(=C\c1cccs1)C(=O)N2	-5	25	0.96	2	14	-2	-3	16	4
COc1ccc(NC(=O)Nc2nccs2)cc1	9	5	0.96	-1	2	-5	-7	3	4
Cc1ccc2c(c1)C(c1ccc(F)cc1)N(C(=O)C1CC1)CC(=O)N2 (stereo not drawn)	17	17	1	2	-22	-1	7	6	-3
Cc1cc(C)cc(CN2C(=O)NC3(CCCCCC3)C2=O)c1	39	17	1	-3	-9	-1	-6	21	0
C#CCOCCOCCOCCNc1nc(N2CCN(C(=O)CCCCCCCCCCNC(=O)[C@H](CCCCN)n3cc(C)nn3)CC2)nc(N2CCN(C(=O)CCCCCCCCCCNC(=O)[C@H](CCCCN)n3cc(CCCC(=O)O)nn3)CC2)n1	20	11	1.1	-2	6	-5	-3	15	-14

Quoted from the listing for reference:
SMILES	tim10-1 inh	NLRP3 yeast inh	mIAP activ	A3A deaminase	hIAP block	MIN6 prolif	A3G deaminase	TIM10 inh	mIAP block
CC1(C)CC(=O)C(C=NCCN2CCN(CC(=O)Nc3ccc(Cl)cc3)CC2)=C(O)C1	3	46	0.93	3	-5	2	-1	10	7
CC(=O)NC(Cc1c[nH]c2ccccc12)C(=O)Nc1ccc2c(c1)OCO2 (stereo not drawn)	-11	12	0.9	-2	1	1	-5	-8	10
Cc1ccccc1NS(=O)(=O)c1ccc(C(=O)NCC(c2ccccc2)N(C)C)cc1 (stereo not drawn)	1	2	1.1	-1	18	-2	0	-3	-9
N#Cc1ccc(CN2CCN(C(=O)Cn3nc(C(N)=O)c4ccccc4c3=O)CC2)cc1	-15	21	1	58*	9	0	6	6	-2
CC(C)Cn1c(N2CCN(CC(=O)Nc3ccc(Cl)cc3)CC2)nc2ccccc21	18	22	1.1	-1	-13	-4	-8	22	-6
COc1ccc(C(=O)COC(=O)Cn2cnc3ccccc3c2=O)c(OC)c1	-12	-8	1	5	-10	4	-4	-10	-2
CCOc1ccc2c(c1)S/C(=C\c1cccs1)C(=O)N2	-5	25	0.96	2	14	-2	-3	16	4
COc1ccc(NC(=O)Nc2nccs2)cc1	9	5	0.96	-1	2	-5	-7	3	4
Cc1ccc2c(c1)C(c1ccc(F)cc1)N(C(=O)C1CC1)CC(=O)N2 (stereo not drawn)	17	17	1	2	-22	-1	7	6	-3
Cc1cc(C)cc(CN2C(=O)NC3(CCCCCC3)C2=O)c1	39	17	1	-3	-9	-1	-6	21	0
C#CCOCCOCCOCCNc1nc(N2CCN(C(=O)CCCCCCCCCCNC(=O)[C@H](CCCCN)n3cc(C)nn3)CC2)nc(N2CCN(C(=O)CCCCCCCCCCNC(=O)[C@H](CCCCN)n3cc(CCCC(=O)O)nn3)CC2)n1	20	11	1.1	-2	6	-5	-3	15	-14

Further records:
SMILES	tim10-1 inh	NLRP3 yeast inh	mIAP activ	A3A deaminase	hIAP block	MIN6 prolif	A3G deaminase	TIM10 inh	mIAP block
CC(CC(=O)N1CCN(S(=O)(=O)c2ccc([N+](=O)[O-])cc2)CC1)c1ccccc1 (stereo not drawn)	22	6	1	0	10	-2	-8	18	-1
COc1cc(C2C(C(=O)c3ccco3)=C(O)C(=O)N2Cc2cccnc2)cc(OC)c1OC (stereo not drawn)	2	25	1	-4	-7	-2	-2	-6	-4
Cc1ccccc1OCC(=O)NCC(=O)OCC(=O)c1ccc([N+](=O)[O-])cc1	9	18	1.1	-3	34	0	6	-1	-8
COc1cccc(/C=N/Nc2nnc(C)n2N)c1O	19	12	0.89	-2	-86	-1	-5	7	11
C=CC[C@H]1CC(C)=C[C@H](CC=C)N1C(=O)c1cc(COc2ccccc2SC)on1	13	27	0.98	0	-23	-6	-5	-5	2
O=S(=O)(NCc1cc(-c2ccccc2Cl)no1)c1ccccc1	40	10	1	1	-12	-2	-5	22	-3
COC(=O)c1cc(S(=O)(=O)N2CCN(Cc3ccccc3)CC2)cn1C	8	18	1	4	4	0	4	0	-2
CSCCC(NS(=O)(=O)c1ccc(C)cc1)C(=O)N1CCCC1 (stereo not drawn)	19	-11	1.1	-4	-28	0	-3	-10	-10
COc1cc(C2/C(=C(\O)c3ccc4c(c3)OCCO4)C(=O)C(=O)N2Cc2ccco2)ccc1O (stereo not drawn)	4	13	0.98	-6	2	0	-8	0	2
Cc1ccccc1OCC(=O)Nc1cccc(S(=O)(=O)NC2=NCCCCC2)c1	11	6	1	-1	12	2	-1	4	-3
CCCC(=O)Oc1ccccc1C1SCc2cc(C)c(C)cc2CS1	14	1	1	2	6	-3	-1	15	-3
CC(C(=O)Nc1ccc(O)cc1)c1cccc(C(=O)c2ccccc2)c1 (stereo not drawn)	-2	15	1	2	-2	3	-2	2	0
O=C1CCCC2=C1C(c1ccncc1)c1c(nc(SCc3ccccc3Cl)[nH]c1=O)N2 (stereo not drawn)	1	17	1.3	-4	-5	-3	-3	7	-25
O=c1cc(C(O)C[N+](=O)[O-])occ1OCc1ccccc1 (stereo not drawn)	1	17	0.91	1	10	-1	-7	0	9
CCOC(=O)c1sc2nc(C)n(CC(=O)NCC3CCCO3)c(=O)c2c1C (stereo not drawn)	10	-1	1	0	1	-1	-3	1	-2
Cc1cc(N2CCOCC2)c2c(N)cc(C)c(C)c2n1	-6	3	0.95	-2	3	6	-8	-12	5
CCOC(=O)/C(C#N)=C\c1ccc(O)c(OC)c1	42*	-4	0.88	-1	-6	-1	-5	39	12
Cc1noc(C)c1COC(=O)C1(c2cccc(F)c2)CCCC1	17	-13	0.95	0	10	-2	-3	5	5
O=C1C(Cl)=C(N2CCCCC2)C(=O)N1Cc1ccccc1	-8	26	0.97	0	19	-4	-3	-28	3
CNC(=S)N1CCN(c2ccc(OC)cc2)CC1	-22	5	1	0	8	-2	-4	-18	0
CCOc1ccccc1NC(=O)CSc1ccc([N+](=O)[O-])cc1	22	11	0.91	-4	6	0	-7	23	10
CCCc1nn(C)c(C(=O)Nc2ccccc2)c1Cl	3	17	1.1	-4	8	-2	-8	-8	-7
CCCN(CCC)C(=O)c1cc(S(=O)(=O)N2CCCCC2)c[nH]1	13	13	1	-2	-6	-2	-9	-2	-1
CCN(CC)c1nc2ccccc2[nH]c1=O	-16	24	1	3	11	-2	-2	-18	-3
O=C(CCn1c(=O)c2ccccc2n(Cc2cccnc2)c1=O)NCc1ccc2c(c1)OCO2	14	11	1.1	-2	9	0	-5	-4	-8
COc1ccc(C2NC(=O)c3ccccc3N2)cc1 (stereo not drawn)	19	17	1.1	2	9	-3	-2	-8	-10
COc1ccccc1NC(=O)c1nn(-c2cccc(C(F)(F)F)c2)ccc1=O	-31	21	1	-1	19	-1	-4	-60	-4
N#CC1=C(N)Oc2ccccc2C12C(=O)Nc1n[nH]c(-c3ccccc3)c12 (stereo not drawn)	8	-2	0.96	1	-16	2	-3	-3	4
COC(=O)COc1ccc2c(=O)c(Oc3ccccc3Br)coc2c1	-5	5	1	-1	-6	-6	-7	-2	-3
CC(C)CC(NS(=O)(=O)c1ccccc1S(=O)(=O)NC(CC(C)C)C(=O)O)C(=O)O (stereo not drawn)	-4	9	1	-4	18	-4	-6	-2	-2
COC(=O)c1ccccc1NC(=O)CN(c1ccccc1)S(=O)(=O)N(C)C	24	11	1.1	-2	-8	0	-4	-18	-8
S=C(Nc1ccc(Br)cc1)NC1CCCC1	28	18	2.1*	0	-18	0	-5	9	-107
O=C1CCc2cc(NS(=O)(=O)c3ccc([N+](=O)[O-])cc3)cc3c2N1CC3	-24	4	0.91	-3	3	0	-8	-2	9
COc1ccc(C2C(C(=O)N3CCCC3)c3cc(OC)c(OC)cc3C(=O)N2C)cc1OC (stereo not drawn)	11	-1	0.95	5	8	-2	2	2	5
CCCCN(C(=O)c1cc2c(s1)CCCC2)c1c(N)n(CCC)c(=O)[nH]c1=O	18	15	0.89	0	-6	-1	-4	12	11
CC(=O)N1CCc2c(sc3c2c(=O)n(-c2ccccc2)c(=O)n3CC(=O)NCC2CCCO2)C1 (stereo not drawn)	0	-2	0.92	-1	-12	-4	-1	6	8
CC(O)CN(Cc1cccc(Cl)c1)CC(C)O (stereo not drawn)	3	8	1	0	10	2	-2	0	-1
O=C1CCC(C(=O)N2CCCCO2)CN1Cc1ccc(Cl)cc1 (stereo not drawn)	0	6	0.97	2	6	2	-5	10	3
Cc1c(CNC(=O)c2cnn3c2NC(c2ccc(Br)cc2)CC3C(F)(F)F)cnn1C (stereo not drawn)	3	-3	0.97	-4	-1	-3	-8	13	3
COc1cc(SSc2cc(OC)cc([N+](=O)[O-])c2N)c(N)c([N+](=O)[O-])c1	28	22	0.77	-2	16	-7	42*	19	23

Source: PubChem BioAssay
